Compound activity as filed in PubChem.
Nrf2 block: Nrf2 pathway inhibition | Potency, µM (top dose mostly 46 µM), without a hit: at the top dose activity change, negative = inhibition, actives largely listed as inhibitors | A549 ARE-Fluc reporter, luciferase luminescence, 18-24 h | 360,000 compounds, 2.1% hits | AID 504444; note: potency is the fitted concentration of half-maximal effect; % is set by controls: 0 for no effect and ±100 for the full control effect; nearly all actives have a fitted effect of over 60% in size
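In this cell-based qHTS, ARE-driven firefly luciferase in A549 cells reports Nrf2 activity; the luminescent signal after BugLite lysis is the measured value, with a prior CellTiter-Fluor read for cell health.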
Nrf2 activator: Nrf2 pathway activation; AREc32 ARE-luciferase reporter (MCF7-derived line), luminescence, 24 h; Potency, µM (highest dose often 46.1 µM), inactives show at the highest dose activation, actives largely listed as activators; 410,000 compounds, 0.31% hits; note: potency is the fitted concentration of half-maximal effect; % of control where 0% means no effect; nearly all actives have a fitted effect of over 65% in size
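Nrf2 activation is followed as ARE-luciferase induction in the AREc32 line after one day of compound treatment; luminescence is read with Steady-Glo.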
A549 tox: A549 cytotoxicity, counter-screen for Nrf2 inhibitors; Potency, µM (highest dose often 46 µM), for the others: at the top dose activity change, negative = cytotoxicity, hits mostly inhibitors; 390,000 compounds, 0.16% hits; A549 ARE-Fluc cells, CellTiter-Fluor viability, 18-24 h; note: potency is the fitted concentration of half-maximal effect; % is set by controls: 0 for no effect and ±100 for the full control effect
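A549 ARE_Fluc cells in 5% FBS OPTI-MEM were exposed to compounds in concentration-response for 18-24 h at 37 deg C. Viability was read by CellTiter-Fluor fluorescence (Ex 405/Em 525) after 30 min, before the luciferase read.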
EPAC2 agonist: activates human EPAC2 exchange factor; Q8WZA2; EPAC2 activation, biochemical qHTS; response scale: 100% = 6.5 mM cAMP response; Potency, µM (top dose mostly 154 µM), for inactives: at the top dose activation, usual class: activators; 360,000 compounds, 0.079% hits; AID 720711; note: potency is the fitted concentration of half-maximal effect; nearly all actives have a fitted effect of over 50% in size
Target sequence (Q8WZA2 whole entry, looked up): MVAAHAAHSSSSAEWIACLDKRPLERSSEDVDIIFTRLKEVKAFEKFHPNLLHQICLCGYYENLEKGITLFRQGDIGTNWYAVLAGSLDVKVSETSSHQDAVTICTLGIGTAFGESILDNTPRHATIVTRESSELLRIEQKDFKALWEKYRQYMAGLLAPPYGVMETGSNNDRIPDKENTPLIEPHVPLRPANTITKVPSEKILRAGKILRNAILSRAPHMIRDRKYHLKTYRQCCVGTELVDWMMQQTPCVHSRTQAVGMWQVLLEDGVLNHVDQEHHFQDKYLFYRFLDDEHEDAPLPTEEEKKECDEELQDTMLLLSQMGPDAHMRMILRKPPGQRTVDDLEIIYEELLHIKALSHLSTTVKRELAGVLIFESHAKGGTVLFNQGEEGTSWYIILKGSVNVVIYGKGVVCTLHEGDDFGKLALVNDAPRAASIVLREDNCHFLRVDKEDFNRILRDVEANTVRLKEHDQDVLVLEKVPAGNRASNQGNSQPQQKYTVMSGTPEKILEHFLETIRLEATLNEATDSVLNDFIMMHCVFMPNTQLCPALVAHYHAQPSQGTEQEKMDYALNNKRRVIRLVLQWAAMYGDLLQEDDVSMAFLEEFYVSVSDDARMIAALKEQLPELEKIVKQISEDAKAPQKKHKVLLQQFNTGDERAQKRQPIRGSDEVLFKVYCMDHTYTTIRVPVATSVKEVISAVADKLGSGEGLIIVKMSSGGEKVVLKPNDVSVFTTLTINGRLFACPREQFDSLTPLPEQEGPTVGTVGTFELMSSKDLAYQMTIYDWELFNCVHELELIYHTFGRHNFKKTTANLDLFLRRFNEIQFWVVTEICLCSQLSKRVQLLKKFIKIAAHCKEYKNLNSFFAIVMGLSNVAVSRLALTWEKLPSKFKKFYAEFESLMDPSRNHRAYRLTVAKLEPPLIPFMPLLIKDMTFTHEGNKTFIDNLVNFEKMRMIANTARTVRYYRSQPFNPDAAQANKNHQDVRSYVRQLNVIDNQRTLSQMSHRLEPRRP
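EPAC2 (100 nM) mixed with Rap1B loaded with BODIPY-GDP (250 nM) plus 50 uM unlabeled GDP; compounds pinned in, 5 min RT, then read every 5 min for 30 min (ex 480, em 540 nm). Normalized to cAMP control.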
TGFb SMAD3 inh: inhibitors of TGF-b signaling; Potency, µM (doses to about 46.1 µM), for inactives: top-dose activity, negative = inhibition, actives largely listed as inhibitors; HepG2 CAGA-GFP TGF-b/SMAD3 reporter, GFP fluorescence, 18 h; TGF-beta stimulated, 500 pg/mL final; 410,000 compounds, 1.2% hits; note: potency is the fitted concentration of half-maximal effect; % is set by controls: 0 for no effect and ±100 for the full control effect; nearly all actives have a fitted effect of over 65% in size
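HEPG2 CAGA-GFP cells (1000/well, DMEM with 1% FBS) were pre-incubated 2 h at 37 degrees C, given compound by pin tool, then stimulated with TGF-beta at 500 pg/mL final for 18 h before per-cell GFP fluorescence imaging.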
MmCpn inh: M. maripaludis TRiC chaperonin inhibition. purified Mm-Cpn ATPase, ADP Transcreener TR-FRET. 330,000 compounds, 0.031% hits. Potency, µM (top dose mostly 76.9 µM), without a hit: top-dose activity, negative = inhibition, actives largely listed as inhibitors; note: potency is the fitted concentration of half-maximal effect; % is set by controls: 0 for no effect and ±100 for the full control effect; nearly all actives have a fitted effect of over 80% in size
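Compound-treated chaperonin, 25 nM final, turns over 10 uM ATP at 37°C for 30 min following a 10 min preincubation; ADP generated competes with ADP-d2 for Eu-cryptate antibody, lowering FRET.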
EPAC2 antagonist: blocks human EPAC2 exchange factor; Q8WZA2; EPAC2 GEF exchange of Rap1B-BODIPY-GDP, fluorescence; Potency, µM (top dose mostly 114 µM), for inactives: at the top dose activity, negative = inhibition, usual class: inhibitors; 360,000 compounds, 0.18% hits; AID 720708; note: potency is the fitted concentration of half-maximal effect; % is set by controls: 0 for no effect and ±100 for the full control effect; nearly all actives have a fitted effect of over 45% in size; many of its hits are not listed in these tables
Akt phos inh: blocks phosphorylation of Akt; Neuro2A IGF-stimulated pAkt S473 HTRF, 20 min; hits give low values; activity change, % for hits at 50 µM; 360,000 compounds, 0.32% hits; AID 651550; in the data active = activity change below about -80%; inconclusive = mostly about -51% to -80%; note: % is set by controls: 0 for no effect and ±100 for the full control effect
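Neuro2A cells (4,500/well, DMEM with 0.5% FBS) were treated with compound at a single 50 µM final concentration, stimulated with 6 nM IGF for 20 min at 37 °C, and lysed. Phospho-Akt Ser473 was read by HTRF as 665/615 ratio ×10^4.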
CCT modulator: cytosolic chaperonin activity modulation; purified chaperonin ATPase assay, HTRF ADP detection, 30 min; activity change, % (test concentration not listed), hits read low; 360,000 compounds, 0.3% hits; AID 651819; in the data active = activity change below about -30%; note: % is set by controls: 0 for no effect and ±100 for the full control effect
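TRiC at 40 or 20 nM final (batch-dependent) in 30 mM Tris pH 7.4, 100 mM KCl, 5 mM MgCl2, 1 mM DTT, with compound at single 76 uM and 10 uM ATP, 30 min at 37 deg C. ADP detected by HTRF Transcreener, 665/615 ratio.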
The depositor's hits bear a star; i = inactive; u = inconclusive; x = no result given; [ ] = dose if it differs, or a comment. Unless noted, calls come from the whole dose curve; as a rule, active = well fitted curve in the direction sought with a large enough effect; inconclusive = small, poorly fitted or top-dose-only effect, or another doubt; inactive = no such curve, though single readings can be large; an effect the other way counts as inactive or inconclusive. These rows are one share of the data; the hit share may differ from the screen's.

The line under a structure holds: A549 tox | Nrf2 block | CCT modulator | TGFb SMAD3 inh | MmCpn inh | Akt phos inh | EPAC2 antagonist | Nrf2 activator | EPAC2 agonist
Cc1ccc(N2C(=O)[C@@H]3C(C(=O)C(c4ccccc4)c4ccccc4)=NN[C@@H]3C2=O)cc1
→ 11% | 0% | -5.8 | u | -16% | i | -13% | 0.3% | 15%
COc1ccc(/C=C2\SC(c3ccc(C)cc3)=NC2=O)cc1OC
→ -2% | 16µM* | 1.5 | u | -3% | i | 7% | 0.1% | -20%
CN(C)S(=O)(=O)c1ccc(SCC(=O)N2CC(=O)Nc3ccccc32)nc1
→ 1% | 10% | -0.8 | -1% | -9% | i | 14% | -0.8% | -5%
CCOc1ccccc1NC(=O)Cn1c2ncccc2c(=O)n1-c1ccc(C)c(C)c1
→ 0% | -17% | x | -1% | x | x | x | 4.6% | x
O=C(Cc1n[nH]c(=O)c2ccccc12)N1CCN(S(=O)(=O)c2ccc(F)c(Cl)c2)CC1
→ -8% | u | 0.0 | -8% | 0% | i | -5% | -0.4% | 13%
CN(CCCCCC(=O)/C=N/O)Cc1ccccc1
→ -11% | -1% | -0.3 | -17% | 0% | i | 7% | -0.7% | -3%
CCOC(=O)Nc1ccc2c(c1)N(C(=O)CN1CCN(C)CC1)c1ccccc1CC2
→ -2% | u | -0.8 | -7% | 1% | i | -1% | -0.2% | 13%
Cc1ccsc1CN(C)C(=O)CN1C(=O)NC(c2ccccc2)(c2ccccc2)C1=O
→ 0% | -18% | 2.0 | u | 0% | i | -5% | -0.6% | 22%
O=S(=O)(Nc1ccc(Br)cc1)c1cccc2nonc12
→ -17% | u | 1.0 | -12% | -3% | i | -15% | -0.4% | 3%
CN(CCCC1CCCC1)C(=O)CC1C(=O)NCCN1Cc1cccc(F)c1F (configuration not stated)
→ -4% | 1% | -1.9 | 0% | -2% | i | -1% | 0.6% | -15%
COc1ccc(-c2c(C#N)c(N)nc(Sc3ccc(Cl)cc3)c2C#N)cc1
→ -12% | u | 2.2 | 3% | -11% | i | -2% | 2.4% | -2%
CC1(C)Cc2ccccc2C(=O)N1
→ -9% | -7% | -1.5 | 0% | 0% | i | -4% | 2.3% | 5%
Cc1nn(C)c(C(=O)NNC(=S)NCc2ccco2)c1Cl
→ -1% | -3% | 1.7 | -9% | -7% | i | 11% | 0.2% | -6%
CC(C)C1C(=O)N(Cc2cn(CCC3OCCCO3)nn2)CCS(=O)(=O)N1Cc1ccc(-c2ccc(Cl)c(Cl)c2)cc1 (configuration not stated)
→ x | x | 0.8 | u | x | i | -4% | -4.9% | 7%
Cc1ccc(NC(=S)N2CCC(c3ccccc3)C2)c(Cl)c1 (configuration not stated)
→ 12% | u | 0.2 | -11% | u | i | -13% | -0.7% | 10%
COc1cc([N+](=O)[O-])cc2sc(NC(C)=O)nc12
→ -3% | 0% | -3.4 | -11% | 0% | i | 7% | 0.1% | 6%
CC1Nc2ncnc(N3CCN(c4ccccc4)CC3)c2N(Cc2ccc(Cl)cc2)C1=O (configuration not stated)
→ -5% | -14% | -0.8 | -27% | -2% | i | -9% | 0.2% | -1%
COC(=O)C1=CNC=C(C(=O)OC)C1c1ccc(C(=O)OC)cc1
→ 2% | 0% | 0.2 | 0% | 0% | i | 7% | 6.4% | 5%
CCCCNC(=O)CSc1nc2ccsc2c(=O)n1CCCC(=O)NCCc1ccc(S(N)(=O)=O)cc1
→ -1% | 1% | 0.3 | -9% | 0% | i | -9% | -0.1% | 3%
CCOc1ccc(CCNC(=O)c2ccc(CS(=O)Cc3ccccc3Cl)o2)cc1 (configuration not stated)
→ 1% | -9% | -1.0 | -15% | -3% | i | 3% | 0.6% | 5%
COc1ccc(CN2CCN(CCCc3ccccc3)C(CCO)C2)cc1OC (configuration not stated)
→ 0% | -1% | -0.8 | -1% | -1% | i | 0% | 0.5% | 6%
Cc1ccc(OCC(=O)NCC(c2ccc(Cl)cc2)N2CCCCC2)cc1 (configuration not stated)
→ 11% | -1% | x | 5% | x | x | x | 4.3% | x
O=C(Nc1ccc(S(=O)(=O)Nc2ncccn2)cc1)c1ccc(Br)s1
→ 1%[1.84 µM] | -6% | 1.7 | 5% | 0% | i | -4% | -0.2% | 10%
CC(=O)O[C@@]1(C)C[C@@H](O)[C@]2(O)C=CO[C@@H](O[C@@H]3O[C@H](CO)[C@@H](O)[C@H](O)[C@H]3O)[C@@H]21
→ -2% | 16% | 0.8 | u | 3% | i | 0% | -0.6% | 5%
COc1cc(/C=C(\C(=O)O)c2ccc(S(=O)(=O)N3CCCC3)s2)ccc1OCCC(C)C
→ -11% | u | -0.5 | -1% | x | i | 1% | 2.4% | -7%
Cc1nnc(SCc2ccccc2Cl)c2cc3occc3n12
→ -1% | u | x | u | x | x | x | 11% | x
Cc1ccccc1NC(=O)C1C2C=CC(C3CC23)C1C(=O)O (configuration not stated)
→ -11% | -7% | 0.7 | -4% | -1% | i | 11% | 0.7% | 5%
COc1ccc(Nc2ccc(S(=O)(=O)N3CCCCC3)cc2[N+](=O)[O-])cc1Cl
→ -18% | u | 1.0 | -1% | -2% | i | -1% | -0.1% | 7%
Cc1ccc(C(=O)COC(=O)CNC(=O)c2ccc(Br)o2)cc1[N+](=O)[O-]
→ -1% | 20% | 3.0 | -4% | 1% | i | 26% | -0.2% | 6%
Cc1cc(C=C2C(=O)CCCC2=O)c(C)n1-c1ccccc1
→ -3% | -5% | 2.4 | 7% | 0% | i | 16% | 0.5% | -5%
COc1ccc(/[N+]([O-])=C/c2ccoc2)cc1
→ 5% | 9% | 0.8 | -7% | -2% | i | 9% | 0.5% | 5%
CC1C(=O)N2CCCc3cc(S(=O)(=O)N(C)CCC#N)cc1c32 (configuration not stated)
→ -1% | -17% | 1.5 | 17% | 1% | i | -2% | -0.2% | 2%
COc1ccc(-c2cc3c(=O)n(CC(=O)N4CCCCC4)ncn3n2)cc1
→ 0% | 10% | -5.2 | -4% | 0% | i | 4% | 0.2% | 2%
COc1cc(-c2noc(CCCC(=O)Nc3cccnc3)n2)cc(OC)c1OC
→ -9% | -10% | -1.2 | 1% | -1% | i | 4% | 0.2% | 2%
Cc1nn(-c2ccccc2)c(NC(=O)C(C)C)c(-c2ccccc2)c1=O
→ 0% | -5% | -3.2 | 9% | 1% | i | 2% | -1.0% | 1%
O=C(C1CCCN1S(=O)(=O)c1ccc(Br)cc1)N1CCOCC1 (configuration not stated)
→ 4% | -1% | 0.8 | 2% | -3% | i | 6% | -0.3% | 5%
Cc1cc(C)nc(N2CCC(C(=O)Nc3nnc(C)s3)CC2)n1
→ -3% | -16% | -13 | 11% | 0% | i | 3% | -2.3% | -3%
CCOc1ccc(S(=O)(=O)Nc2cc3c(C(=O)OC)c(COC)oc3c3ccccc23)cc1
→ 3% | 17% | x | 1% | x | x | x | 0.5% | x
COc1ccc(CCNC(=O)c2ccc(Cl)c(S(=O)(=O)N(C)c3ccccc3)c2)cc1
→ -24% | 18µM* | -2.0 | -22% | -2% | i | 6% | -0.2% | 8%
Cc1cc(NC(=O)CSc2ccc3nnc(CCNS(=O)(=O)c4ccccc4)n3n2)no1
→ -1% | u | 0.8 | -5% | 2% | i | -6% | -0.3% | 7%
COc1ccc(S(=O)(=O)N2CCN(CCO)CC2)cc1-c1nnc2c3ccccc3c(C)nn12
→ -2% | -4% | -0.1 | -3% | -21% | i | 5% | -0.6% | 20%
COc1ccc(OCc2nc3c4c(-c5ccc(OC)cc5)c(-c5ccc(OC)cc5)oc4ncn3n2)cc1
→ 15% | 11% | x | 9% | x | x | x | -0.2% | x
COc1ccccc1Nc1nn2c(=O)c3ccc(C(=O)NC4CCCCC4)cc3nc2s1
→ 8% | 20% | x | 2% | x | x | x | 0.1% | x
Cc1ccc(N(C(=O)C(F)(F)F)C(C(=O)NC2CCCCC2)c2cccs2)cc1C (configuration not stated)
→ 0%[1.84 µM] | -2% | -3.9 | 8% | 0% | i | -1% | -0.6% | -2%
COc1cccc(CC2(CO)CCN(Cc3ccc4cccc(F)c4n3)CC2)c1
→ -8% | 0% | -1.5 | -5% | -1% | i | -7% | 2.5% | 5%
COc1ccc(N2CC(C(=O)N[C@@H](C)C(=O)N3CCCCC3)CC2=O)cc1 (some centres not stated)
→ -4% | 23% | 0.2 | 1% | 1% | i | 15% | -0.3% | -3%
O=C(CCc1nc2ccccc2c(=O)[nH]1)Nc1cc(C(F)(F)F)ccc1N1CCCC1
→ 0% | u | 2.7 | 5% | -2% | i | 2% | -0.8% | -6%
CCN(CC)c1ncnc2c1ncn2[C@H]1CN(Cc2cccs2)C[C@@H](CO)O1
→ x | x | -2.4 | 30% | x | i | 10% | 0.7% | 4%

Profiles, quoted from the list. Order of screens: A549 tox	Nrf2 block	CCT modulator	TGFb SMAD3 inh	MmCpn inh	Akt phos inh	EPAC2 antagonist	Nrf2 activator	EPAC2 agonist
CCN(CC)c1ncnc2c1ncn2[C@H]1CN(Cc2cccs2)C[C@@H](CO)O1 is listed as x	x	-2.4	30%	x	i	10%	0.7%	4%
COc1ccc(OCc2nc3c4c(-c5ccc(OC)cc5)c(-c5ccc(OC)cc5)oc4ncn3n2)cc1 is listed as 15%	11%	x	9%	x	x	x	-0.2%	x
COc1cccc(CC2(CO)CCN(Cc3ccc4cccc(F)c4n3)CC2)c1 is listed as -8%	0%	-1.5	-5%	-1%	i	-7%	2.5%	5%
